# Screening data deposited in PubChem by several laboratories.
# OXTR potentiate – potentiates the human oxytocin receptor response | CHO-OTR cells, Fluo-8 calcium fluorescence, potentiator mode; 0% = oxytocin EC15, 100% = EC100 | AID 2445 | activation, % at 3 µM | 0.061% of 320,000 active;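 active means activation above that plate's cutoff, the mean activation of tested compounds plus 3 SD, cut at about 6.6% in these data, passing the limit was not always enough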;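 further: 100% uses oxytocin at 75 nM as the full agonist control; some results filed as inactive read as strong as hits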
#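 Material: CHO-OTR cells, human receptor; compound dosing: single dose, 3.0 µM nominal final compound concentration; schedule: 6 min compound pre-incubation at room temperature, 100 s kinetic read; measured by: kinetic Fluo-8 calcium fluorescence; read-out basis: % activation vs EC15 and EC100 oxytocin; controls: EC15 oxytocin alone as 0%, 75 nM oxytocin as 100%; replicates: singlicate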
# OXTR ag – agonists of human oxytocin receptor | P30559 | CHO-OTR cells, Fluo-8 calcium fluorescence; normalized: DMSO 0%, oxytocin 100% | AID 2435 | 0.32% of 320,000 active | activation, % at 3 µM;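 active means activation above the mean of all tested compounds plus 3 SD, cutoff set per screening run, cut at about 20% in these data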;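 further: peak over basal fluorescence ratio from a 100 s FLIPR kinetic read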
# V1R ag counter – V1a receptor agonism, counter-screen for OXTR agonists; P37288; activation, % at 3 µM; CHO-V1R cells, Fluo-8 calcium fluorescence, agonist mode; 0% DMSO, 100% 3 nM vasopressin; 0.25% of 320,000 active;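 active means activation above the mean activation of all tested compounds plus 3 SD, per screening run, cut at about 20% in these data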;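 further: signal is peak over basal fluorescence ratio across a 100 second FLIPR read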
# Target sequence (P37288 whole entry, looked up): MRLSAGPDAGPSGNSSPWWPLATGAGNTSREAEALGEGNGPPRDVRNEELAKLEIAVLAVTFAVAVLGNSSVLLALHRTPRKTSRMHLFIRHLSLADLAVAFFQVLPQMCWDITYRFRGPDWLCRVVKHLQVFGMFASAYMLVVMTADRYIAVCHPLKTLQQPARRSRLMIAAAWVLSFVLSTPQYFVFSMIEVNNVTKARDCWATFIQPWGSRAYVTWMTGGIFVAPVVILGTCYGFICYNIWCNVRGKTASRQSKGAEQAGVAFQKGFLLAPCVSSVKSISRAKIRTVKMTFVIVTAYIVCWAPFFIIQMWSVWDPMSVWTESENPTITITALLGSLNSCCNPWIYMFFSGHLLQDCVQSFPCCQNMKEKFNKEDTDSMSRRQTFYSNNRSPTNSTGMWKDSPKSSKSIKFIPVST
# GPR7 antagonist – blocks human GPR7 receptor signaling; P48145; 1.1% of 290,000 active; GPR7-expressing cells, fluorescence antagonist assay; inhibition, % at 4.4 µM; AID 1861; in the data active means inhibition above about 16%, passing the limit was not always enough;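 further: cells stimulated with the agonist NPW; 0% = agonist with vehicle and 100% = vehicle without agonist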
# M18AAP inhibitor – PfM18AAP enzyme inhibition; recombinant PfM18AAP, H-Glu-NHMec fluorogenic cleavage; inhibition, % at 7.35 µM; 1.2% of 290,000 active;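 active means inhibition above the campaign mean inhibition over all tested compounds plus 3 SD, cut at about 28% in these data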;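 further: 0% = plate median of test compound wells and 100% = 2 mM ZnCl2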
# MEKK2wt PB1 HTS – raises or lowers MEK5 binding to wildtype human MEKK2 PB1 domain | Q9Y2U5 | bead flow cytometry, Alexa488-MEK5 binding to MEKK2 WT; actives lie on both sides | binding response (% of control), % at 10 µM | 1.1% of 290,000 active | AID 1531; in the data active means binding response below about 67% or above about 130%
# GalR3 antag – human GalR3 antagonism; O60755; 0.44% of 360,000 active; inhibition, % at 3 µM; AID 651719; HEK293 GalR3-CNG cAMP membrane potential fluorescence; galR3 body fused to GalR1 C-terminus;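 active means inhibition above the screen-wide average plus 3 SD, cut at about 13% in these data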;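 further: forskolin and galanin both at EC90 stimulate the cells; cAMP rise reported by CNG channel membrane potential dye signal; 0% = forskolin plus galanin with DMSO and 100% = forskolin alone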
# Target sequence (O60755 1-299 limits assumed): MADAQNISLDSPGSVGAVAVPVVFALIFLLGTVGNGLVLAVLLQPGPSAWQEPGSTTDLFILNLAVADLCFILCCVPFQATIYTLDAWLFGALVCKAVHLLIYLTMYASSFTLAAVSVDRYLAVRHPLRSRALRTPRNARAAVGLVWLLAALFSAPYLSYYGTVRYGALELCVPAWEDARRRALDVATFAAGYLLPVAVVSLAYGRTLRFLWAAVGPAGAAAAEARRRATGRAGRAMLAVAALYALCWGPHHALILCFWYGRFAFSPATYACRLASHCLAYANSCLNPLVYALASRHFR
# NALP1 yeast inh – NALP1 inhibition. AID 2071. S. cerevisiae NALP1/ASC/caspase-1 growth, X-gal OD620, 72 h. 0.61% of 280,000 active. inhibition, % at 10 µM; in the data active means inhibition mostly above about 24%, no sharp cut-off; inactive means mostly below about 32%; further: some compounds called inactive have numbers as strong as hits
# MEKK2mut PB1 HTS – signal of MEK5 binding to mutant human MEKK2 PB1 domain; 0.35% of 290,000 active; AID 1530; bead flow cytometry, Alexa488-MEK5 binding to MEKK2 mutant; percent response, % at 10 µM; in the data active means percent response above about 24%, passing the limit was not always enough; further: inactives centre near 1; some results filed as inactive read as strong as hits
# The depositor's hits bear a star; · = not tested or not shown; [ ] = another dose, or the depositor's remark.
SMILES,OXTR potentiate,OXTR ag,V1R ag counter,GPR7 antagonist,M18AAP inhibitor,MEKK2wt PB1 HTS,GalR3 antag,NALP1 yeast inh,MEKK2mut PB1 HTS
COc1ccc(C(=O)Cn2nnc(-c3ccccc3-n3cnnn3)n2)cc1,-1,1.4,1.4,6,1,98,-1,-11,-3
COc1ccccc1C(=O)N/C(=C\c1ccccc1)C(=O)NCc1ccco1,-6,0.8,3.2,-13,8,95,-7,-14,2
O=C(CNc1ccc(F)cc1)N/N=C/C1CC=CCC1 (stereo unspecified),1,-1.3,0.8,-4,-6,97,0,6,-5
CCn1cc(C(=O)O)c(=O)c2cc(F)c(N3CCN(C(=S)Nc4ccccc4OC)CC3)cc21,-4,-0.3,0.3,-10,-9,101,-3,21,3
O=C(N/C=N/O)C1=NOC(CNc2ncc(C(F)(F)F)cc2Cl)C1 (stereo unspecified),-8,-1.7,0.6,-6,2,99,3,8,3
Cn1cnc(S(=O)(=O)N2CCN(c3ccc(F)cc3)CC2)c1,1,0.6,-2.0,-7,-7,94,-4,17,-17
Cn1c(-c2ccc(Cl)nc2)nc2cc(Cl)ccc21,-10,-1.8,-0.6,10,-5,98,-13,12,-2
CCOC(=O)C1CCN(C(=O)C2CCN(C(=O)c3ccc([N+](=O)[O-])cc3)CC2)CC1,-3,0.1,0.9,15,-8,102,·,7,5
FC(F)(F)c1cnc(C(c2ccccc2)c2ncn[nH]2)c(Cl)c1 (stereo unspecified),2,0.0,0.8,-4,-2,94,-3,2,-28
CN1CCN(C(=O)c2cccc(COc3cc(Cl)ccc3Cl)c2)CC1,-7,3.9,3.2,-5,1,100,6,28,4
CCS(=O)(=O)N1CCCC(C(=O)NCCN2CCC(Cc3ccccc3)CC2)C1 (stereo unspecified),-3,-0.2,-1.0,-11,-3,·,-4,8,·
CCN(CC)CC(=O)Nc1sc2c(c1C(=O)c1ccccc1C)CCC2,0,0.3,0.1,-7,5,102,2,19,-5
O=C(COc1ccc2c(c1)oc(=O)c1ccccc12)NC(Cc1ccc(Cl)cc1)C(=O)O (stereo unspecified),6,1.2,0.4,-9,3,106,26*,-4,4
Cc1ccc(S(=O)(=O)c2c(C)nn(-c3ccccc3)c2OC(=O)c2ccc(Br)o2)cc1,-2,0.0,0.5,-9,1,103,-5,14,-1
CCCc1[nH]nc2c1C(c1ccc(O)c(OC)c1)C(C#N)=C(N)O2 (stereo unspecified),-4,-0.8,-0.5,-17,2,·,-6,-5,·
COC(=O)c1ccccc1OCCOCCOc1cccc2cccnc12,1,0.8,4.5,-7,-1,109,-4,24,1
COC(=O)CCC(NS(=O)(=O)OCC(Cl)(Cl)Cl)c1ccccc1 (stereo unspecified),-14,-0.2,-0.3,-3,6,98,-5,4,-1
CCn1c2ccccc2c2nnc(SCC(=O)Nc3c(C)n(C)n(-c4ccccc4)c3=O)nc21,-5,-1.4,-0.9,-12,-6,2.0*[inhibitor],-7,3,-17
COc1ccccc1NC(=S)NCc1ccco1,-2,-0.1,0.6,0,14,90,-5,17,-6
C[C@H](CCC(=O)NCC(=O)O)[C@H]1CC[C@H]2C3[C@H](O)C[C@@H]4C[C@H](O)CC[C@]4(C)[C@H]3C[C@H](O)[C@]12C (stereo partly specified),-1,0.3,1.4,·,·,·,0,·,·
COC(=O)Nc1ccc(C)c(NC(=O)OC)c1,3,-0.7,1.0,-7,6,101,-4,-1,3
CC1Cc2ccccc2N1C(=O)COC(=O)c1ccccc1NCCO (stereo unspecified),-7,0.5,1.0,·,·,·,-2,·,·
CC1=C(C#N)C(c2ccc(O)cc2)C2=C(CCCC2=O)N1 (stereo unspecified),-1,0.0,2.0,2,-8,101,2,-5,-3
Cc1ccc(-c2csc3ncnc(SCC(=O)O)c23)cc1,3,1.1,1.9,-14,-1,104,-1,-27,3
COc1ccc(CNC(=O)CCC2N=C3c4ccccc4N=C(SCC(=O)NCC4CCCO4)N3C2=O)cc1 (stereo unspecified),-2,0.1,0.9,3,4,106,-8,13,2

# Shown with two lines to a compound: part of the list above.
# Results follow in this order: OXTR potentiate	OXTR ag	V1R ag counter	GPR7 antagonist	M18AAP inhibitor	MEKK2wt PB1 HTS	GalR3 antag	NALP1 yeast inh	MEKK2mut PB1 HTS
- CCN(CC)CC(=O)Nc1sc2c(c1C(=O)c1ccccc1C)CCC2
 : 0	0.3	0.1	-7	5	102	2	19	-5
- O=C(COc1ccc2c(c1)oc(=O)c1ccccc12)NC(Cc1ccc(Cl)cc1)C(=O)O (stereo unspecified)
 : 6	1.2	0.4	-9	3	106	26*	-4	4
- Cc1ccc(S(=O)(=O)c2c(C)nn(-c3ccccc3)c2OC(=O)c2ccc(Br)o2)cc1
 : -2	0.0	0.5	-9	1	103	-5	14	-1
- CCCc1[nH]nc2c1C(c1ccc(O)c(OC)c1)C(C#N)=C(N)O2 (stereo unspecified)
 : -4	-0.8	-0.5	-17	2	·	-6	-5	·
- COC(=O)c1ccccc1OCCOCCOc1cccc2cccnc12
 : 1	0.8	4.5	-7	-1	109	-4	24	1
- COC(=O)CCC(NS(=O)(=O)OCC(Cl)(Cl)Cl)c1ccccc1 (stereo unspecified)
 : -14	-0.2	-0.3	-3	6	98	-5	4	-1
- CCn1c2ccccc2c2nnc(SCC(=O)Nc3c(C)n(C)n(-c4ccccc4)c3=O)nc21
 : -5	-1.4	-0.9	-12	-6	2.0*[inhibitor]	-7	3	-17
- COc1ccccc1NC(=S)NCc1ccco1
 : -2	-0.1	0.6	0	14	90	-5	17	-6
- C[C@H](CCC(=O)NCC(=O)O)[C@H]1CC[C@H]2C3[C@H](O)C[C@@H]4C[C@H](O)CC[C@]4(C)[C@H]3C[C@H](O)[C@]12C (stereo partly specified)
 : -1	0.3	1.4	·	·	·	0	·	·
- COC(=O)Nc1ccc(C)c(NC(=O)OC)c1
 : 3	-0.7	1.0	-7	6	101	-4	-1	3
- CC1Cc2ccccc2N1C(=O)COC(=O)c1ccccc1NCCO (stereo unspecified)
 : -7	0.5	1.0	·	·	·	-2	·	·
- CC1=C(C#N)C(c2ccc(O)cc2)C2=C(CCCC2=O)N1 (stereo unspecified)
 : -1	0.0	2.0	2	-8	101	2	-5	-3
- Cc1ccc(-c2csc3ncnc(SCC(=O)O)c23)cc1
 : 3	1.1	1.9	-14	-1	104	-1	-27	3
- COc1ccc(CNC(=O)CCC2N=C3c4ccccc4N=C(SCC(=O)NCC4CCCO4)N3C2=O)cc1 (stereo unspecified)
 : -2	0.1	0.9	3	4	106	-8	13	2
